AMPAR-TARP mod: modulators of AMPA receptor GluA2-stargazin complexes | HEK293 GluA2+stargazin, membrane potential dye (FDSS), glutamate EC50; hits were called plate by plate, in both directions | calls only at 30 µM | hit rate 3.5% among 40,000;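 active means any of four per-well response measures lying three or more SD from its plate-wide compound average, in either direction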
Target sequence (O88602 whole entry, looked up): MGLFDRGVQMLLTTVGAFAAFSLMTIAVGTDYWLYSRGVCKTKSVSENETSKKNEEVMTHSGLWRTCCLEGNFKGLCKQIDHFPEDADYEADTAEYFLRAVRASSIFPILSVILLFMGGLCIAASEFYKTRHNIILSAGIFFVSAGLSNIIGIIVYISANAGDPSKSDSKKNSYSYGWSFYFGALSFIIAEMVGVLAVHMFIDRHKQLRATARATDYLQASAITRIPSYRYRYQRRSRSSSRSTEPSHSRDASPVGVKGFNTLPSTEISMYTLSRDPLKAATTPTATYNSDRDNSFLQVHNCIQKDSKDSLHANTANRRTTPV
Target sequence (P19491 whole entry, looked up): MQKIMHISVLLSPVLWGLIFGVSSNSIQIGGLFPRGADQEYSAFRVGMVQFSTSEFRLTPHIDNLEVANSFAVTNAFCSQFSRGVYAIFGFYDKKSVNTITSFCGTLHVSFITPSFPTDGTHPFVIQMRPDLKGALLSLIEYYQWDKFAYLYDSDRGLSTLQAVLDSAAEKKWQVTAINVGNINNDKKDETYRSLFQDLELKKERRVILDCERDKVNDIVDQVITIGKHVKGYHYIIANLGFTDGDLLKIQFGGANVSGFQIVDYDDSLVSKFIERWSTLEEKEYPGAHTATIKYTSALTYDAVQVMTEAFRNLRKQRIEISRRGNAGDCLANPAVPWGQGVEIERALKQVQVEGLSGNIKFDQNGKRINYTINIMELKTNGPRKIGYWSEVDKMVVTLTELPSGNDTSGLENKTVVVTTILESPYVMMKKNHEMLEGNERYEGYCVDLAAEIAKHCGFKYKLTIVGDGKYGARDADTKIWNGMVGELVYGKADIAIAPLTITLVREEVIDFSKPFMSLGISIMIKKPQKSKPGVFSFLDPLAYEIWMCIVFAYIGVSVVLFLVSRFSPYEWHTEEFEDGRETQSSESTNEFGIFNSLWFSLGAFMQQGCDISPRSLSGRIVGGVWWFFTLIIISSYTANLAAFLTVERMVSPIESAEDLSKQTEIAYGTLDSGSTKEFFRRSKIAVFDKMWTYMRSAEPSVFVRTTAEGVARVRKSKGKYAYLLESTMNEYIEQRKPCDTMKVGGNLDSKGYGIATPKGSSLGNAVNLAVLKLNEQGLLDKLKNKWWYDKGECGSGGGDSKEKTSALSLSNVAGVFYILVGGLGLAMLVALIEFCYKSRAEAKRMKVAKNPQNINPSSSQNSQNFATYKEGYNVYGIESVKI
AMPAR-TARP mod agonism max-min: also measured in AMPAR-TARP mod; calls as there; compound max-min signal; compound-alone response (agonism);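 unitless range of fluorescence divided by baseline over first 100 seconds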
AMPAR-TARP mod glutamate slope: second read-out of AMPAR-TARP mod, no call of its own (marks repeat the call); glutamate slope, % of max; measured here: glutamate response slope, % max;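 scaled per plate between vehicle wells and maximal 1 mM glutamate control wells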
Active calls of the source: *; i = inactive; + = active, no number; & = joins results of further samples.

| Molecule | AMPAR-TARP mod | AMPAR-TARP mod agonism max-min | AMPAR-TARP mod glutamate slope |
| --- | --- | --- | --- |
| O=c1cc(-c2ccccc2)nc(SCc2nc(-c3cccc(Br)c3)no2)[nH]1 | i | 0.0887 | 52.2 |
| COCCN1CCC(CNC(=O)C(=O)Nc2cc(F)ccc2F)CC1 | i | 0.0621 | 50.0 |
| O=C(c1ccc(Cl)s1)N1CCC(c2ccsc2)CC1 | i | 0.0754 | 57.0 |
| Cc1ccccc1C(=O)Nc1cc(C(=O)N2CCCCCC2)cn(C)c1=O | i | 0.0738 | 57.0 |
| CSc1ncccc1C(=O)N1CCC(CNC(=O)c2cc(-c3ccccc3)on2)CC1 | i | 0.0733 | 46.9 |
| Cc1n[nH]c(C)c1S(=O)(=O)Nc1ccc2c(c1)N(C(=O)C1CCCC1)CC2 | i | 0.0933 | 48.1 |
| Cc1cc(C)n(-c2cc(N3CCCC(C(=O)Nc4ccc5c(c4)OCCO5)C3)ncn2)n1 (stereo not given) | i | 0.111 | 57.2 |
| C1CCc2nnc(Cc3nnc4n3CCCCC4)n2CC1 | i | 0.0476 | 44.9 |
| COC(=O)c1ccsc1NC(=O)C1CCN(S(=O)(=O)c2ccc(Cl)cc2)CC1 | i | 0.078 | 48.9 |
| CCCNC(=O)C(=O)NCC1OCCCN1S(=O)(=O)c1ccc(OC)cc1 (stereo not given) | i | 0.104 | 70.2 |
| COc1ccc(C(CC(=O)NCCc2ccccc2)Sc2n[nH]c(-c3ccccc3)n2)cc1 (stereo not given) | i | 0.136 | 76.0 |
| CS(=O)(=O)N1CCC(CNC(=O)c2ccsc2)CC1 | i | 0.0603 | 52.2 |
| CSc1ccc(-c2noc(CSc3nc4ccccc4c(=O)n3Cc3ccco3)n2)cc1 | i | 0.0875 | 57.6 |
| CC1CCN(S(=O)(=O)c2ccc(-c3nc(C#N)c(NCCCN4CCOCC4)o3)cc2)CC1 | i | 0.16 | 75.0 |
| Cc1ccc(N2CC(c3nc4ccccc4n3CC(=O)NC(C)C)CC2=O)cc1 (stereo not given) | i | 0.0838 | 62.5 |
| COc1cccc(C2=NN(C(=O)c3cccs3)C(c3cccc([N+](=O)[O-])c3)C2)c1 (stereo not given) | i | 0.114 | 58.5 |
| O=C(NCCCO)C(=O)Nc1c2c(nn1-c1ccc(Cl)cc1)CS(=O)(=O)C2 | i | 0.0715 | 53.4 |
| O=C(CS(=O)(=O)c1ccccc1)N(CCN1CCOCC1)c1nc2c(Cl)cccc2s1 | i | 0.0752 | 57.0 |
| CC(=O)N(c1cccc2ccccc12)C1C=CS(=O)(=O)C1 (stereo not given) | i | 0.0637 | 60.3 |
| O=C(COc1ccc2ccccc2c1)NCCCN1CCOC(c2ccccc2)C1 (stereo not given) | i | 0.0693 | 52.2 |
| O=C1/C(=C\c2ccc(OCc3ccc4c(c3)OCO4)cc2)SC(=S)N1c1cccnc1 | i | 0.117 | 61.7 |
| CN(C)CCNC(=O)c1nn(-c2ccc(F)cc2)cc1OCc1ccccc1 | i | 0.0795 | 25.7 |
| COC(=O)C1(NC(=O)CNC(=O)OC(C)(C)C)CCCC1 | i | 0.0279 | 46.6 |
| Cc1cnc2c(c1SCC(=O)Nc1ccc([N+](=O)[O-])cc1)c(=O)n(C)c(=O)n2C | i | 0.119 | 60.9 |
| CCN1C(=O)CCc2cc(NC(=O)NC(c3ccccc3)c3ccccc3)ccc21 | i | 0.0848 | 52.8 |
| O=C(NCC(O)Cn1c2ccccc2c2ccccc21)NC1CCCCC1 (stereo not given) | i | 0.141 | 52.5 |
| Cc1nnc(CNC(=O)C(=O)NC2CC2)o1 | i | 0.135 | 60.7 |
| O=C(Cc1cc(-c2ccc3c(c2)OCCO3)on1)NC1CC1 | i | 0.034 | 42.0 |
| CSc1ccccc1C(=O)NCC1CCN(C(=O)Nc2ccc(F)cc2)CC1 | i | 0.0428 | 52.6 |
| O=C(c1ccc2nsnc2c1)N(CCc1ccccc1)Cc1ccccn1 | i | 0.0852 | 46.7 |
| NC(=O)C1Cc2ccccc2N1C(=O)NCCc1ccccc1 (stereo not given) | i | 0.0572 | 61.6 |
| COc1cc(/C=C2\Oc3cc(OC(=O)c4ccco4)ccc3C2=O)cc(OC)c1OC | i | 0.14 | 62.4 |
| Cc1cc(C)cc(NC(=O)Cn2nc3ccc(C(=O)Nc4cccc(C)c4)cn3c2=O)c1 | i | 0.115&0.0553 | 51.1&103.7 |
| Cc1nc(NCCNC(=O)Nc2ccc(Cl)c(C(F)(F)F)c2)cc(-n2cccn2)n1 | + | 0.193* | 44.2* |
| COc1ccc(C2c3cccn3CCN2S(=O)(=O)c2ccc(F)cc2)cc1OC (stereo not given) | i | 0.0383 | 62.6 |
| Cc1ccc(SCC2CSc3nc(=O)c4c(C)c(C)sc4n32)cc1 (stereo not given) | i | 0.0905 | 73.7 |
| COC(=O)c1ccc(NC(=O)C(=O)NCC2CCN(C(=O)OC)CC2)cc1 | i | 0.0949 | 64.2 |
| O=C(Nc1ccc(CN2CCCCC2)cc1)c1ccc2ccccc2c1 | i | 0.0302 | 51.7 |
| COc1ccc(S(=O)(=O)Nc2ccc(CC(=O)NC3CC3)cc2)c(C)c1 | i | 0.0556 | 41.5 |
| Cn1ccnc1N1CCN(C(=O)c2ccco2)CC1 | i | 0.101 | 63.9 |
| CCOc1ccc(OCC(=O)N2CCN(c3ncnc4c3nnn4-c3cccc(OC)c3)CC2)cc1 | i | 0.0189 | 49.6 |
| COCCn1c(SCc2ccc(Cl)cc2)nc2cc(C(=O)NC(C)C)ccc2c1=O | i | 0.0497 | 39.1 |
| CCSc1ccc(CC(=O)Nc2sc3c(c2C#N)CCN(C(C)=O)C3)cc1 | i | 0.112 | 59.5 |
| O=C(NCC(c1ccco1)N1CCc2ccccc2C1)NC1CCCCC1 (stereo not given) | i | 0.0548 | 68.4 |
| CN(C(=O)CN(Cc1ccc(Cl)cc1)S(=O)(=O)c1cccnc1)c1ccccc1 | i | 0.137 | 66.9 |
| O=C(CS(=O)(=O)Cc1ccccc1)Nc1nnc(-c2ccco2)o1 | i | 0.0894 | 38.9 |
| CCOc1cccc2cc(C(=O)NCCCN3CCOCC3)c(=O)oc12 | i | 0.186 | 54.0 |
| COCC(C)NC(=O)C(=O)Nc1cccc(NC(C)=O)c1 (stereo not given) | i | 0.123 | 58.4 |
| CCOC(=O)c1ccc(-n2c(C)cn3c4c(=O)n(Cc5ccccc5)c(=O)n(C)c4nc23)cc1 | i | 0.126 | 77.4 |
| COc1ccc(CCNC(=O)N2CCN(CCn3nc(C)cc3C)CC2)cc1 | i | 0.133 | 67.4 |

(list continues)
| Molecule | AMPAR-TARP mod | AMPAR-TARP mod agonism max-min | AMPAR-TARP mod glutamate slope |
| --- | --- | --- | --- |
| CC(=O)N1CCc2c(sc(NC(=O)c3ccccc3C)c2-c2nc3ccccc3s2)C1 | i | 0.0496 | 29.7 |
| O=C(CSc1nc(-c2ccccc2)nc2c1CCCC2)N1CCOCC1 | + | 0.149* | 58.1* |
| COc1ccc(S(=O)(=O)NCC2CCN(C(C)C)CC2)c(C)c1 | i | 0.0887 | 61.7 |
| CN1CCc2c(sc(NC(=O)CSc3ccc(F)cc3)c2-c2nc3ccccc3s2)C1 | i | 0.0705 | 23.4 |
| CCCC(=O)N(CCN1CCOCC1)c1nc2c(C)ccc(C)c2s1 | i | 0.0902 | 52.5 |
| CCOC(=O)c1ccccc1NC(=O)CSc1nnc(-c2ccncc2)o1 | i | 0.0267 | 47.9 |
| O=C(Nc1ccc(N2CCCCS2(=O)=O)cc1)c1ccc(-c2ccccc2)cc1 | i | 0.109 | 66.8 |
| CCOC(=O)c1c(SCC(=O)Nc2cccc(C(F)(F)F)c2)nc(=O)[nH]c1C | i | 0.0417 | 47.6 |
| O=C(NCc1n[nH]c(=O)c2ccccc12)Nc1c(F)cccc1F | i | 0.109 | 40.6 |
| COCCNc1oc(-c2ccc(S(=O)(=O)N(C)Cc3ccccc3)cc2)nc1C#N | i | 0.136 | 63.7 |
| CCCNC(=O)Cn1nc2c(c1NC(=O)C1(c3ccc(Cl)cc3)CCCC1)CSC2 | i | 0.122 | 55.2 |
| O=C(Nc1ccc2c(c1)OCO2)N1CCC(c2nc3ccccc3[nH]2)CC1 | i | 0.0778 | 64.7 |
| Cc1nn(C2CCS(=O)(=O)C2)c(C)c1CC(=O)Nc1cccc(-c2nc3ccccc3o2)c1 (stereo not given) | i | 0.119 | 52.5 |
| Cc1ccc(S(=O)(=O)CCCC(=O)Nc2sc3c(c2C(N)=O)CCCC3)cc1 | i | 0.058 | 48.4 |
| O=C(CSc1ncnc2c1[nH]c1ccccc12)Nc1ccccc1Br | i | 0.121 | 47.2 |
| CCOC(=O)c1cn[nH]c1S(=O)(=O)Nc1ccc(C)cc1Cl | i | 0.156 | 65.1 |
| CCOC(=O)Cn1c(=O)c2c(nc3n(-c4cccc(C)c4)c(-c4ccccc4)cn23)n(C)c1=O | i | 0.0644 | 68.9 |
| CC(C)CC(=O)Nc1ccc(S(=O)(=O)N2CCN(c3cnccn3)CC2)cc1 | i | 0.172 | 53.4 |
| COc1cc(C(=O)Nc2ccc(N3CCCCS3(=O)=O)cc2)c([N+](=O)[O-])cc1OC | i | 0.104 | 73.0 |
| CCN1CCc2c(OCC(=O)NC3CCCCC3)cccc2C1=O | i | 0.0861 | 66.7 |
| O=C(CCn1cnc2ccccc2c1=O)Nc1ccc2cn[nH]c2c1 | i | 0.0976 | 69.3 |
| COc1cccc(C(=O)NCCOc2ccc(F)cc2)c1OC | i | 0.06 | 61.7 |
| COCCn1c(=O)c2c(nc3n(-c4cc(C)cc(C)c4)c(-c4ccccc4)cn23)n(C)c1=O | i | 0.0632 | 59.8 |
| CCOc1ccc(-n2nnnc2SC(C)C(=O)Nc2cccc(C(C)=O)c2)cc1 (stereo not given) | + | 0.126* | 3.6* |
| CCCn1c(=O)c2c(nc3n(-c4ccc(C(=O)OCC)cc4)c(C)c(C)n23)n(C)c1=O | i | 0.122 | 68.7 |
| COCCNC(=O)CCc1sc(C)nc1-c1cccs1 | i | 0.105 | 52.8 |
| COc1ccccc1NC(=O)c1nn(-c2ccc(F)cc2)cc1OCc1ccccc1 | + | 0.0609* | 67.4* |
| Cc1ccc(S(=O)(=O)Nc2ccc3c(c2)N(S(=O)(=O)c2ccccc2)CCC3)cc1 | i | 0.0819 | 76.9 |
| c1ccc(-n2ncc3c2ncn2nc(-c4cccs4)nc32)cc1 | i | 0.131 | 50.8 |
| CC(C)c1nccn1CC1CCNCC1 | i | 0.0459 | 55.4 |

Record cards, from the list above. Order of screens: AMPAR-TARP mod | AMPAR-TARP mod agonism max-min | AMPAR-TARP mod glutamate slope
Cc1nc(NCCNC(=O)Nc2ccc(Cl)c(C(F)(F)F)c2)cc(-n2cccn2)n1 as listed: + | 0.193* | 44.2*
Cc1ccccc1C(=O)Nc1cc(C(=O)N2CCCCCC2)cn(C)c1=O as listed: i | 0.0738 | 57.0

A draw from above in order of number of heavy atoms, descending.
| Molecule | AMPAR-TARP mod | AMPAR-TARP mod agonism max-min | AMPAR-TARP mod glutamate slope |
| --- | --- | --- | --- |
| CCOC(=O)Cn1c(=O)c2c(nc3n(-c4cccc(C)c4)c(-c4ccccc4)cn23)n(C)c1=O | i | 0.0644 | 68.9 |
| COCCn1c(=O)c2c(nc3n(-c4cc(C)cc(C)c4)c(-c4ccccc4)cn23)n(C)c1=O | i | 0.0632 | 59.8 |
| COc1ccccc1NC(=O)c1nn(-c2ccc(F)cc2)cc1OCc1ccccc1 | + | 0.0609* | 67.4* |
| Cc1ccc(S(=O)(=O)Nc2ccc3c(c2)N(S(=O)(=O)c2ccccc2)CCC3)cc1 | i | 0.0819 | 76.9 |
| CCOc1ccc(-n2nnnc2SC(C)C(=O)Nc2cccc(C(C)=O)c2)cc1 (stereo not given) | + | 0.126* | 3.6* |
| CC(C)CC(=O)Nc1ccc(S(=O)(=O)N2CCN(c3cnccn3)CC2)cc1 | i | 0.172 | 53.4 |
| O=C(Nc1ccc2c(c1)OCO2)N1CCC(c2nc3ccccc3[nH]2)CC1 | i | 0.0778 | 64.7 |
| O=C(CSc1ncnc2c1[nH]c1ccccc12)Nc1ccccc1Br | i | 0.121 | 47.2 |
| CCN1CCc2c(OCC(=O)NC3CCCCC3)cccc2C1=O | i | 0.0861 | 66.7 |
| c1ccc(-n2ncc3c2ncn2nc(-c4cccs4)nc32)cc1 | i | 0.131 | 50.8 |
| CCOC(=O)c1cn[nH]c1S(=O)(=O)Nc1ccc(C)cc1Cl | i | 0.156 | 65.1 |
| COCCNC(=O)CCc1sc(C)nc1-c1cccs1 | i | 0.105 | 52.8 |
| CC(C)c1nccn1CC1CCNCC1 | i | 0.0459 | 55.4 |

Remaining list, next part.
| Molecule | AMPAR-TARP mod | AMPAR-TARP mod agonism max-min | AMPAR-TARP mod glutamate slope |
| --- | --- | --- | --- |
| CCCS(=O)(=O)N1CCCc2ccc(NS(=O)(=O)c3ccc(OC)c(F)c3)cc21 | i | 0.0817 | 56.1 |
| O=c1oc2c3c(ccc2cc1-c1ccccc1)OCN(Cc1ccco1)C3 | i | 0.0307 | 20.6 |
| COCCN1C(=O)C2ON(c3ccc(Cl)cc3)C(c3ccncc3)C2C1=O (stereo not given) | i | 0.0717 | 47.1 |
| O=C(Nc1nccs1)C12CC3CC(CC(C3)C1)C2 | i | 0.0776 | 53.9 |
| COCCNc1oc(-c2ccco2)nc1S(=O)(=O)c1ccc(C)cc1 | i | 0.0769 | 46.9 |
| COc1ccc(-n2nnnc2SCCC(=O)Nc2nccs2)cc1 | i | 0.0999 | 60.4 |
| COc1ccc(CNC(=O)C(=O)NCCC2CCCCN2S(=O)(=O)c2ccc(F)cc2)cc1 (stereo not given) | i | 0.0609 | 54.2 |

The list is partial (hit frequency here may not be typical).
